EP2 mod: EP2 receptor modulators, cAMP readout, primary screen, cell-based, HTRF cAMP, PGE2 stimulation; Prostaglandin E2 receptor EP2 subtype (Homo sapiens), P43116; EP2-expressing cells, cAMP HTRF FRET, PGE2 co-stimulation; induction, % at 25 µM; hit rate 0.83% among 260,000;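 active = compounds whose cAMP rise, as percent of the full-agonist control response, exceeds 60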;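 note: rat C6 glioma line stably carrying human EP2 under a CMV promoter; the protocol text gives 20 µM as final concentration; 100% = response of wells given 1 µM PGE2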
S1P4 antag: S1P4 receptor antagonists, primary screen, cell-based | Sphingosine 1-phosphate receptor 4 (Homo sapiens), O95977 | inhibition, % at 4.98 µM | hit rate 0.26% among 220,000 | S1P4-expressing cells, antagonist mode, reporter read-out; in the data active = inhibition above about 29%;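 note: 0% = wells stimulated with agonist and 100% = vehicle wells without agonist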
NPY-Y1 antag: NPY-Y1 receptor antagonists, primary screen, cell-based. hit rate 1% among 200,000. AID 1040, 2008. Neuropeptide Y receptor type 1 (Homo sapiens), P25929. HEK293-CNG Y1 cells, membrane potential fluorescence; NPY at EC95, then isoproterenol. inhibition, % at 3.6 µM;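 active = inhibition above the campaign mean inhibition of all tested compounds plus 3 SD, cut at about 20% in these data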;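 note: 0% = DMSO wells given NPY plus isoproterenol and 100% = isoproterenol alone without NPY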
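Material: HEK293 cells co-expressing NPY Y1 receptor and cyclic-nucleotide gated channel. Timing: compound incubation 1 h at room temperature, readout 45 min post-stimulation. Signal: fluorescence, membrane potential probe.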
S1P4 ag: S1P4 receptor agonists, primary screen, cell-based; S1P4-expressing cell line, agonist reporter assay; Sphingosine 1-phosphate receptor 4 (Homo sapiens), O95977; activation, % at 4.98 µM; AID 1509, 2009; hit rate 0.35% among 220,000; in the data active = activation above about 11%;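 note: 0% = DMSO vehicle and 100% = reference agonist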
EP2 antag: human EP2 receptor antagonists, primary screen, TR-FRET cAMP, C6 glioma cells; hit rate 0.52% among 260,000; C6 glioma cells expressing human EP2; cells stimulated with saturating PGE2; inhibition, % at 25 µM; AID 1422, 2008;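 active = percent inhibition above 40 after rounding to a whole number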;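 note: rat C6 glioma host cells with rolipram phosphodiesterase inhibitor present; the protocol text gives 20 µM as final concentration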
NPY-Y1 PAM-ag: NPY-Y1 receptor potentiators or agonists, primary screen, cell-based | NPY-Y1 expressing cells, potentiator/agonist activation | activation, % at 3.6 µM | hit rate 0.37% among 220,000; in the data active = activation above about 33%, passing the limit was not always enough;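 note: cells stimulated with NPY at EC10 then isoproterenol at EC100; 0% = low agonist plus stimulus and 100% = saturating agonist plus stimulus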
NPY-Y2 PAM-ag: NPY-Y2 potentiators or agonists, primary screen, cell-based; Neuropeptide Y receptor type 2 (Homo sapiens), P49146; activation, % at 3.6 µM; cells expressing NPY-Y2, potentiator/agonist read-out; hit rate 0.45% among 220,000; in the data active = activation above about 27%;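 note: cells stimulated with NPY near EC25 plus isoproterenol at EC100; 0% = vehicle plus submaximal agonist and 100% = vehicle plus saturating agonist; some results beyond the cut were filed as inactive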
eIF4E-4G inh: eIF4E–eIF4G protein interaction inhibitors, primary screen, biochemical, uHTS, TR-FRET, eIF4GI fragment; inhibition, % at 21.7 µM; hit rate 0.37% among 220,000; Eukaryotic translation initiation factor 4E (Mus musculus) + Eukaryotic translation …; TR-FRET eIF4E-eIF4GI(517-606) binding, 2 h;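 active = inhibition above about 30%, limit read from the data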;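 note: 0% = full FRET control wells and 100% = background wells lacking eIF4GI fragment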
p97 ATPase inh: inhibitors of human p97 ATPase, primary screen, biochemical. Transitional endoplasmic reticulum ATPase (Homo sapiens), P55072. recombinant p97 ATPase, Kinase-Glo ATP luminescence, 3 h. inhibition, % at 8 µM. hit rate 0.42% among 220,000. AID 1481, 2009; in the data active = inhibition above about 15%;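 note: 0% = DMSO vehicle and 100% = wells lacking enzyme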
Target sequence (P55072 whole entry, looked up): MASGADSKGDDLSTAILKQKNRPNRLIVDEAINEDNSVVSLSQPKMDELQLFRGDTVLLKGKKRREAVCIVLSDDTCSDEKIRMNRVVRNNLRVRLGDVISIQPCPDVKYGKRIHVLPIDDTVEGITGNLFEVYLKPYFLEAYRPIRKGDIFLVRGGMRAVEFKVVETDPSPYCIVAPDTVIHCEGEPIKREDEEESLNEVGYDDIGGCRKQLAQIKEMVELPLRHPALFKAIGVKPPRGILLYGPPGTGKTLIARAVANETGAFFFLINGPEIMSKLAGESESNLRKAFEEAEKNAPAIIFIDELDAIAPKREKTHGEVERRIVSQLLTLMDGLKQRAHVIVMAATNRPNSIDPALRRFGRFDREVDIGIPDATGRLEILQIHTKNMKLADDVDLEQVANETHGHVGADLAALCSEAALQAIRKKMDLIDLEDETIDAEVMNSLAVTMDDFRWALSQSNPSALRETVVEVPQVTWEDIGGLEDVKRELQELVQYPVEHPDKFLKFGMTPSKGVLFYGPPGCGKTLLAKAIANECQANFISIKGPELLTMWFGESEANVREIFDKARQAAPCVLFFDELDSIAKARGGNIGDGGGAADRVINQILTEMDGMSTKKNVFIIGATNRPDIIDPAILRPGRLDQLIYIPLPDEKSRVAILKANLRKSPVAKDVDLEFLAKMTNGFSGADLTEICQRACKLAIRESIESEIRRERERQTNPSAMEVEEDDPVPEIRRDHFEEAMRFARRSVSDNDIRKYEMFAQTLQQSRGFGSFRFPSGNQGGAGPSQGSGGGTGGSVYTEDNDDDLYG
Active calls of the source: *; . = no result given; & = joins results of further samples; ! = not confirmed by another sample; [ ] = dose if it differs, or a comment.

No.	SMILES	EP2 mod	S1P4 antag	NPY-Y1 antag	S1P4 ag	EP2 antag	NPY-Y1 PAM-ag	NPY-Y2 PAM-ag	eIF4E-4G inh	p97 ATPase inh
1	O=C(CCC1N=C2c3ccccc3N=C(SCc3ccc(Cl)cc3)N2C1=O)NCc1ccco1 (stereo not given)	0	-10	-3	-0.8	11	5	-10	-4[fluorescence artefact?]	-1
2	CCOc1ccc(NC(=O)NC2CC(=O)N(c3ccc(OC)cc3)C2)cc1 (stereo not given)	-53	2	4	-0.9	4	3	-7	-3	-2
3	COc1ccc(-c2nc(N)n(S(=O)(=O)c3ccc(C)cc3)n2)cc1	1	7	2	1.2	5	11	14	-2	3
4	O=C(Cc1cccs1)Nc1cccc(C(=O)Nc2ccc(C(=O)O)cc2)c1	15	-30	-1	1.4	8	10	-11	2	-4
5	O=C(O)/C=C/C(=O)Nc1ccccc1C(=O)OCC(=O)c1ccc2c(c1)OCCO2	-15	-1	2	1.7	9	17	11	3	-2
6	Cc1cccc(-n2c(-c3cccc([N+](=O)[O-])c3)nc3nc4ccccc4nc32)c1	24	-6	3	0.2	10	-4	-8	1[fluorescence artefact?]	2
7	COc1ccccc1NC(=O)c1ccc(Br)o1	-11	-3	6	-0.2	13	-37	-4	7	0
8	CCCCC(=O)NNC(=S)NCc1ccccc1	-11	-9	-1	0.9	14	18	-4	-1	5
9	COc1ccc(OC)c(CN(CCN2CCOCC2)S(=O)(=O)c2ccc(NC(C)=O)cc2)c1	2	6	.	0.5	7	1	-12	0	6
10	Clc1ccccc1-c1ncnc2ccc(Br)cc12	64*!	5	12	0.1	17&5	-3	-9	-8	-5
11	CCOc1ccc(-c2ccc(SCc3ccccn3)nn2)cc1	-6	-3	1	0.0	7	-12	-4	-1	-1
12	CCOC(=O)C1CCCCN1Cc1cn[nH]c1-c1ccc(F)cc1F (stereo not given)	27	-25	7	0.2	5	-10	-18	3	-3
13	O=C(Nc1nc2n(n1)C(c1ccc(F)cc1)CC(c1ccccc1)N2)c1ccco1 (stereo not given)	16	-6	.	0.8	1	-17	-23	3	1
14	CC1C(=O)C(C)C(c2ccc3c(c2)OCO3)NC1c1ccc2c(c1)OCO2 (stereo not given)	37	12	14	-0.1	7	-17	-23	6	-1
15	CC1(C)Oc2ccc(C(=O)N3CCCC3)cc2N(CC(=O)NCc2ccccc2)C1=O	-30	-8	-8	-0.6	14	-3	-15	-2	-3
16	Cn1c(N)c(C(=O)COC(=O)c2ccc([N+](=O)[O-])o2)c(=O)n(C)c1=O	-16	24	.	-0.7	11	-1	-27	3	8
17	O=C(COc1ccccc1)Nc1nonc1NC(=O)COc1ccccc1	-20	-4	9	1.9	5	-17	-25	0	-4
18	C=CCN(CC=C)C(=S)Nc1ccccc1	11	-23	4	3.1	9	-1	-10	-8	-1
19	Cc1ccc[n+](-c2nc([O-])sc2C=O)c1	2	-3	-3	81*	5	-18	15	1	2
20	Cc1nn(-c2ccccn2)c2c1-c1nc(N3CCOCC3)ncc1CC2	-8	-12	5	-0.3	18	-1	7	6	3
21	CCOC(=O)C1CCCN(C(=O)Cc2ccc(OC)c(OC)c2)C1 (stereo not given)	17	15	-4	0.7	8	-8	-7	0[fluorescence artefact?]	3
22	CCCNC(=O)C(=O)c1cccn1-c1ccsc1C(=O)OC	17	-21	-1	0.0	9	10	3	3	0
23	CCCC(=O)Nc1cc(=O)[nH]c2ncnn12	27	-13	1	1.1	1	9	1	-4	-3
24	COc1ccc(NC(=O)c2cc(-c3cc(C)cc(C)c3O)n[nH]2)cc1Cl	-52	-3	4	-0.9	7	-17	-3	-12	0
25	CC(C)c1ccc(NC(=O)N2CCCC2C(=O)Nc2ccc(-n3cnnn3)cc2)cc1 (stereo not given)	36&-6	0	-5	-0.6	9&0	14	-9	2	5
26	COc1ccc(C(=O)Nc2ccc(/C(C)=N/NC(=O)c3ccccc3O)cc2)cc1OC	-21	5	3	-1.7	3	2	0	3	7
27	COC(=O)C1=CN(Cc2cccs2)C=C(C(=O)OC)C1c1cccc(Cl)c1	37	-6	6	1.6	13	2	-7	4	1
28	COc1ccccc1/C=C/C=N/n1c(-c2ccccc2)n[nH]c1=S	5	1	.	2.3	9	3	-6	3	5
29	COc1ccc(C(=O)COc2ccccc2C(N)=O)cc1	-27	3	1	1.4	4	1	9	5	-1
30	CCC(=O)N(CC)C1=C(O)c2ccccc2C(=O)C1=O	-9	10	3	2.2	4	-6	-4	3	5

From compound 1 up to 4, as listed above:
No.	SMILES	EP2 mod	S1P4 antag	NPY-Y1 antag	S1P4 ag	EP2 antag	NPY-Y1 PAM-ag	NPY-Y2 PAM-ag	eIF4E-4G inh	p97 ATPase inh
1	O=C(CCC1N=C2c3ccccc3N=C(SCc3ccc(Cl)cc3)N2C1=O)NCc1ccco1 (stereo not given)	0	-10	-3	-0.8	11	5	-10	-4[fluorescence artefact?]	-1
2	CCOc1ccc(NC(=O)NC2CC(=O)N(c3ccc(OC)cc3)C2)cc1 (stereo not given)	-53	2	4	-0.9	4	3	-7	-3	-2
3	COc1ccc(-c2nc(N)n(S(=O)(=O)c3ccc(C)cc3)n2)cc1	1	7	2	1.2	5	11	14	-2	3
4	O=C(Cc1cccs1)Nc1cccc(C(=O)Nc2ccc(C(=O)O)cc2)c1	15	-30	-1	1.4	8	10	-11	2	-4

(list continues)
No.	SMILES	EP2 mod	S1P4 antag	NPY-Y1 antag	S1P4 ag	EP2 antag	NPY-Y1 PAM-ag	NPY-Y2 PAM-ag	eIF4E-4G inh	p97 ATPase inh
31	O=C(COC(=O)Cc1ccc(Cl)cc1)Nc1c(F)cccc1F	17	1	7	0.7	6	-11	-7	-2	4
32	COc1ccc(/C=N/NC(=O)c2ccccc2O)cc1Cn1cc(Cl)cn1	14	-6	9	-1.5	29	-24	-24	0	3
33	O=C(CNC(=O)c1ccc(Oc2ccccc2)cc1)OC1CCCCC1=O (stereo not given)	4	-5	0	3.1	.	-2	-26	-1[fluorescence artefact?]	-1
34	COc1ccc(CNC(=O)CSc2nnc(-c3ccc(NC(C)=O)cc3)n2C)cc1	-14	-9	-4	1.3	13	-10	4	-8	10
35	O=C(NCc1ccco1)C1CCCN(S(=O)(=O)c2ccc(-n3cnnn3)cc2)C1 (stereo not given)	-7	-15	-7	0.1	18	4	4	-1[fluorescence artefact?]	5
36	CN(C)c1nccc(Nc2ccccc2)c1C#N	23	2	-2	0.6	14	2	-2	2	4
37	O=C(NCC(=O)N(c1ccc2c(c1)OCCO2)C(C(=O)NC1CCCC1)c1ccco1)c1ccco1 (stereo not given)	17	-9	0	0.3	27	-31	5	-4	-1
38	CC1=C(C(=O)NCc2ccccc2)C(c2ccccc2OCC(N)=O)NC(=O)N1 (stereo not given)	-3	-20	3	0.6	3	7	-5	3[fluorescence artefact?]	1
39	COc1ccc(OC)c(-c2cc(C(=O)N3CCN(c4ccccc4)CC3)no2)c1	-15	-11	4	3.5	11	-11	-19	-3	-6
40	Cc1cccc(C(CC(=O)NCCc2ccccc2)c2ccccc2)c1O (stereo not given)	-30	-1	-5	-1.6	7	11	15	-4	1
41	O=C(c1sc2ccccc2c1Cl)N(Cc1cccs1)C1CCS(=O)(=O)C1 (stereo not given)	-8	-15	-1	-1.7	5	-11	-2	-4	-2
42	COc1ccc(-n2c(=O)c3c4c(sc3n3c(=S)[nH]nc23)COC(C(C)C)C4)cc1 (stereo not given)	28	16	.	0.6	10	5	-10	3	7
43	O=C(O)Cn1cc(/C=C2/SC(=O)N(CC(=O)N3CCCCCC3)C2=O)c2ccccc21	-32	15	-2	1.6	5	2	-1	-5	2
44	CCOC(=O)N/N=C(\C)c1cccs1	6	-7	-2	0.9	5	4	-5	1	1
45	CCOC(=O)c1cnn(-c2nc(C)cc(C)n2)c1N	14	-1	-3	-1.8	5	4	-8	0	-5
46	CCc1ccccc1NC(=S)N(CCN1CCOCC1)C1CCN(C(C)=O)CC1	4	18	-2	0.7	4	7	-5	0	1
47	Cc1ccc(CNC(=O)C(=O)NCC(c2ccco2)N2CCOCC2)cc1 (stereo not given)	0	-10	-3	1.9	6	-12	8	2	-1
48	CCNc1nc(NCC)n2c(SCc3nc4ccccc4c(=O)[nH]3)nnc2n1	35	-19	2	0.1	-2	-6	-15	-2	-5
49	N#Cc1nc(Cc2cccc3ccccc23)oc1NCCCn1ccnc1	-33	3	5	0.4	8	17	15	5	3
50	O=C(/C=C/c1ccc(OC2CSC2)cc1)c1ccc(Cl)cc1	9	-6	-2	0.6	1	9	7	8[fluorescence artefact?]	-1
51	Cc1c(Br)c([N+](=O)[O-])nn1CCCC(=O)N1CCN(c2ccccc2)CC1	-18	-28	0	1.0	12	-1	-2	0	-1
52	Cc1c(Cl)cccc1NS(=O)(=O)c1ccc2c(c1)C1C=CCC1C(c1ccc(C(=O)O)cc1)N2 (stereo not given)	7	-17	-1	2.5	7	0	-5	50*	36*
53	CC(C)C(NC(=O)c1ccccc1)C(=O)NCC(c1ccccc1)N(C)C (stereo not given)	14	0	0	-0.4	8	-11	1	2	-1
54	CC(C)C[C@H](NC(=O)NCc1ccc(F)cc1)C(=O)O	18	-3	.	0.5	10	-7	-4	0	4
55	CN1C(=O)CC(N2CCN(c3ncccn3)CC2)C1=O (stereo not given)	18	-20	-4	-0.7	2	15	6	3	0
56	CCC(C(=O)Nc1nnc(-c2ccco2)s1)c1ccccc1 (stereo not given)	2	-9	0	0.3	8	23	6	-13	-2
57	O=C(O)COc1ccccc1/C=N/NC(=O)CN1CCN(S(=O)(=O)c2ccc(Br)cc2)CC1	26	1	.	-0.1	2	12	3	4	10
58	CCCN1CCN(S(=O)(=O)c2ccc(OC)c(Br)c2)CC1	8	20	0	-3.1	12	3	-3	2	-1
59	On1cnnc1-c1ccccc1	6	-11	0	2.3	13	2	3	-2[fluorescence artefact?]	3

Some of these compounds in order of the NPY-Y1 antag value, rising:
#	SMILES	NPY-Y1 antag
44	CCOC(=O)N/N=C(\C)c1cccs1	-2
33	O=C(CNC(=O)c1ccc(Oc2ccccc2)cc1)OC1CCCCC1=O (stereo not given)	0
48	CCNc1nc(NCC)n2c(SCc3nc4ccccc4c(=O)[nH]3)nnc2n1	2

Screens: PubChem, several laboratories

The list is partial; rates above refer to the full screens.
